# High-throughput results from PubChem BioAssay.
# Pol eta inh: inhibitors of human DNA polymerase eta. Q9Y253. recombinant Pol eta, fluorescent DNA replication assay. Potency, µM (doses to about 114 µM), for inactives: at the highest dose activity change, negative = inhibition, actives largely listed as inhibitors. hit rate 1.2% among 390,000; further: potency means the concentration at half of the fitted maximal effect; on the % scale 0 is the no-effect control and ±100 the full control effect
# Target sequence (Q9Y253 whole entry, looked up): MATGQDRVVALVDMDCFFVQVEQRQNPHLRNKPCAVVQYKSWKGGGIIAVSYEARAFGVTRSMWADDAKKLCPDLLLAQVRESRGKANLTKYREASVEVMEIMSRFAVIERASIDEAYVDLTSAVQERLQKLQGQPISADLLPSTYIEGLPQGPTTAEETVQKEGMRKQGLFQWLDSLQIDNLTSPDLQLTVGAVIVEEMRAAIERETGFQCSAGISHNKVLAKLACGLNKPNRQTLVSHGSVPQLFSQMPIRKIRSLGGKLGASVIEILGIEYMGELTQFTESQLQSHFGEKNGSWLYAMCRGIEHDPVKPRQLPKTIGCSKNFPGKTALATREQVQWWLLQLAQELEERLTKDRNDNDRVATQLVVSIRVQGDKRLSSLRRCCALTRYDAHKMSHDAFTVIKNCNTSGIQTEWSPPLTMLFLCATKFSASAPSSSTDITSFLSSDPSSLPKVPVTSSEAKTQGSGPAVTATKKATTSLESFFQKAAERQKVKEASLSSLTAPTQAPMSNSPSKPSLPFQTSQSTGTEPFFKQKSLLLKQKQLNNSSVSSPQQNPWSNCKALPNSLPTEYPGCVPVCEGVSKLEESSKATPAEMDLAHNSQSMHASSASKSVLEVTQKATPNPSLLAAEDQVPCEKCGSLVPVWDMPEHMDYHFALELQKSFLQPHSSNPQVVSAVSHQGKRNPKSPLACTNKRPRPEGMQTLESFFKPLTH
#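 Pol eta (10 nM) was preincubated with compounds for 15 min at room temperature, after which fluorescent replication substrate (50 nM final) was added to start the reaction. Fluorescence was read kinetically at 0 and 10 min.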
# BLM helicase inh: Bloom syndrome helicase (human) inhibition | P54132 | recombinant BLM DNA unwinding, fluorescence dequenching | Potency, µM (highest dose often 56.1 µM), for the others: at the top dose activity change, negative = inhibition, hits mostly inhibitors | hit rate 0.2% among 350,000;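 further: potency means the concentration at half of the fitted maximal effect; plate controls were vehicle for no effect and no enzyme for full effect; nearly all actives have a fitted effect of over 35% in size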
# APE1 inh: inhibitors of human APE1 endonuclease; recombinant APE1, TAMRA/BHQ-2 abasic DNA cleavage fluorescence; Potency, µM (doses to about 65.8 µM), for the others: at the highest dose activity change, negative = inhibition, actives largely listed as inhibitors; hit rate 0.35% among 350,000; AID 2517;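 further: potency means the concentration at half of the fitted maximal effect; plate controls were vehicle for no effect and reference inhibitor for full effect; nearly all actives have a fitted effect of over 55% in size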
#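 Step 1: APE1 (0.75 nM) with compound, 15 min RT. Step 2: add 50 nM fluorophore/quencher THF duplex. Step 3: three fluorescence reads 60 s apart (525/598 nm); read 3 minus read 1 = reaction progress.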
# POLB inh: DNA polymerase beta (human) inhibition. P06746. Pol beta primer extension/strand displacement, fluorescence kinetic. Potency, µM (top dose mostly 114 µM), for the others: top-dose activity change, negative = inhibition, usual class: inhibitors. hit rate 1.3% among 340,000; further: potency means the concentration at half of the fitted maximal effect; on the % scale 0 is the no-effect control and ±100 the full control effect
#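 Values derive from four-parameter Hill fits of normalized kinetic data: reads at 0 and 10 min following addition of 50 nM substrate to 10 nM Pol beta preincubated 15 min with compound.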
# Pol iota inh: DNA polymerase iota (human) inhibition | Q9UNA4 | Pol iota fluorescent replication assay, 10 min | Potency, µM (titrated, usually from 115 µM), for the others: at the highest dose activity, negative = inhibition, most hits filed as inhibitors | hit rate 1% among 390,000; further: potency means the concentration at half of the fitted maximal effect
#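 Pol iota at 10 nM preincubated 15 min with compounds at room temperature; reaction started with fluorescent substrate, 50 nM final. Fluorescence read kinetically at 0 and 10 min; buffer-only wells as negative control.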
# LDHA block: LDHA (human) enzyme inhibition; activity change, % (values are at about 110 or 230 µM); hit rate 0.15% among 480,000; AID 1347041; purified LDHA, NADH/diaphorase-resazurin fluorescence; active compounds read low; in the data active means activity change below about -30%; inconclusive means mostly about -25% to -30%;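 further: plate controls were DMSO wells for no effect and wells without enzyme for full effect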
#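 Remaining NADH was detected by diaphorase (0.133 mg/mL) converting 37 µM resazurin to fluorescent resorufin, read at 0 and 20 minutes. The preceding 5-minute room-temperature reaction used 2 nM LDHA, 0.2 mM sodium pyruvate and 0.06 mM NADH at pH 7.4.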
# Anesthetic bind: binds horse apoferritin like a general anesthetic. AID 485281. Potency, µM (highest dose often 77.5 µM), inactives show at the highest dose activity change, negative = displacement, usual class: inhibitors. hit rate 0.074% among 350,000. apoferritin/1-aminoanthracene competitive binding, fluorescence. P02791; further: potency means the concentration at half of the fitted maximal effect; on the % scale 0 is the no-effect control and ±100 the full control effect; nearly all actives have a fitted effect of over 20% in size
# Target sequence (P02791 2-175 limits assumed): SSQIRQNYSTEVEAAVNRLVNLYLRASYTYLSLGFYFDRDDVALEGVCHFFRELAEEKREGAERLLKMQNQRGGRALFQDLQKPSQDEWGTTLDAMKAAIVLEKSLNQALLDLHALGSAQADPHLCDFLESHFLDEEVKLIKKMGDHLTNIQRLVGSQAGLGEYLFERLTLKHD
#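 Horse-spleen apoferritin (10 uM) was mixed with 50% saturated 1-aminoanthracene in PBS, exposed to compounds for 10 min at room temperature, and read for fluorescence (ex 380 nm, em 535 nm). Competitive displacement was fitted with a four-parameter Hill equation.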
# Pol kappa inh: DNA polymerase kappa (human) inhibition; Q9UBT6; purified Pol kappa, fluorescent DNA synthesis assay, 10 min; Potency, µM (titrated, usually from 107 µM), for inactives: at the highest dose activity, negative = inhibition, usual class: inhibitors; hit rate 0.53% among 400,000; AID 588579; further: potency means the concentration at half of the fitted maximal effect; on the % scale 0 is the no-effect control and ±100 the full control effect
#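 Kinetic fluorescence readout at 0 and 10 min followed reaction start with substrate at 50 nM final. Beforehand, enzyme (10 nM Pol kappa) stood 15 min with compound at room temperature; buffer-only wells were negative controls.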
# Glioma ERSR ind: ER stress response induction in glioma. U87-MG GRP78 promoter luciferase reporter, 16 h. Potency, µM, for inactives: at the highest dose activation, usual class: activators. hit rate 0.02% among 420,000. AID 602332; further: potency means the concentration at half of the fitted maximal effect; series mostly up to about 76 µM; % of control where 0% means no effect; nearly all actives have a fitted effect of over 35% in size
#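 Stably transfected U87-MG glioma cells carrying a GRP78-based luciferase sensor; 16 h compound incubation. Luminescence end-point read 10 min after Bright-Glo addition at room temperature.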
# * hit, by the source's call; ? = inconclusive; . = no result given; & = joins results of further samples; [ ] = remark or other dose. Unless noted, the call rests on the fitted dose curve; in most records, active means well fitted curve in the direction sought with a large enough effect; inconclusive means small, poorly fitted or top-dose-only effect, or another doubt; inactive means no such curve, though single readings can be large; an effect the other way counts as inactive or inconclusive. Only part of the results is shown (hit frequency here may not be typical).
item	mol	Pol eta inh	BLM helicase inh	APE1 inh	POLB inh	Pol iota inh
1	CC1CCCCN1S(=O)(=O)c1ccc(S(=O)(=O)N2CCN(C)CC2)cc1 (stereo unspecified)	-14%	-3%	40%	-1%	112%[activator]
2	COc1ccc(N2CCN(C3CCCN(Cc4ccc(F)cc4)C3)CC2)cc1 (stereo unspecified)	-2%	0%	-2%	9%	-13%
3	CCCCOC(=O)Nc1ccc(S(=O)(=O)Nc2cc(C)nc(C)n2)cc1	-15%	2%	5%	3%	-13%
4	CNC(=S)N1N=C(c2ccc(OC)cc2)CC1c1ccccc1Cl (stereo unspecified)	-4%	-8%	11%	26%	119%[activator]
5	CC(/C=C/c1ccccc1)=N\NC(=O)c1ccc(Br)cc1	-1%	-3%	10%	4%	55%[activator]
6	Fc1ccc(CN2CCN(c3ncnc4scc(-c5ccc(F)cc5)c34)CC2)cc1	0%	-8%	-21%	17%	12%
7	Cc1cc2[nH]c3c4ccccc4nc(C)c3c2cc1C	-19%	.	.	.	14µM*
8	Cc1sc2nc(CSC(C)C(=O)Nc3ccc(C#N)cc3)[nH]c(=O)c2c1C (stereo unspecified)	?	.	-5%	.	?
9	Cc1cccc(N2CCN(S(=O)(=O)c3cc(Cl)ccc3Cl)CC2)c1C	-3%	-7%	.	-12%	-8%
10	COc1cccc(CCNc2ccc(N3C(=O)CC(C)C3=O)cc2[N+](=O)[O-])c1 (stereo unspecified)	-10%	2%	-5%	14%	-4%
11	Cc1onc(-c2c(Cl)cccc2Cl)c1C(=O)O/N=C(\C#N)c1c(Cl)cccc1Cl	-11%	1%	-1%	0%	27%
12	COC(=O)N1CCC2(CC1)CN(c1ccc(-c3ccccc3)cc1)C2	.	-5%	3%	.	.
13	Cc1cc(=O)n2nc(N3CCCC(C(=O)NCCCN4CC(C)CC(C)C4)C3)sc2n1 (stereo unspecified)	1%	3%	-10%	42%	2%
14	CCOc1cc(C2NC(=O)NC(C)=C2C(C)=O)cc(Cl)c1OCC(=O)O (stereo unspecified)	22µM*	-3%	-1%	?	?
15	CC(C)CC(=O)Nc1ccc(Oc2ccc3c(c2)C(=O)NC3=O)cc1	-10%	-1%	11%	?	12%

item	LDHA block	Anesthetic bind	Pol kappa inh	Glioma ERSR ind
1	-2	2%	9%	-7%
2	1	-3%	-18%	-1%
3	-5	-5%	-16%	-2%
4	-7	5%	-7%	-4%
5	-5	-6%	-1%	1%
6	0	-2%	2%	-5%
7	-2	.	79µM*	-12%
8	4	.	-10%	-7%
9	-6	2%	-22%	-2%
10	-6	?	-6%	-2%
11	-2	-3%	8%	-1%
12	.	.	-2%[60.1 µM]	0%
13	-9	-2%	-13%	-4%
14	-10	-3%	-28%	-7%
15	-4	3%	-7%	-3%

# Seven compounds already listed, arranged by length of the SMILES, rising:
item	mol	Pol eta inh	BLM helicase inh	APE1 inh	POLB inh	Pol iota inh
7	Cc1cc2[nH]c3c4ccccc4nc(C)c3c2cc1C	-19%	.	.	.	14µM*
12	COC(=O)N1CCC2(CC1)CN(c1ccc(-c3ccccc3)cc1)C2	.	-5%	3%	.	.
2	COc1ccc(N2CCN(C3CCCN(Cc4ccc(F)cc4)C3)CC2)cc1 (stereo unspecified)	-2%	0%	-2%	9%	-13%
9	Cc1cccc(N2CCN(S(=O)(=O)c3cc(Cl)ccc3Cl)CC2)c1C	-3%	-7%	.	-12%	-8%
8	Cc1sc2nc(CSC(C)C(=O)Nc3ccc(C#N)cc3)[nH]c(=O)c2c1C (stereo unspecified)	?	.	-5%	.	?
10	COc1cccc(CCNc2ccc(N3C(=O)CC(C)C3=O)cc2[N+](=O)[O-])c1 (stereo unspecified)	-10%	2%	-5%	14%	-4%
11	Cc1onc(-c2c(Cl)cccc2Cl)c1C(=O)O/N=C(\C#N)c1c(Cl)cccc1Cl	-11%	1%	-1%	0%	27%

item	LDHA block	Anesthetic bind	Pol kappa inh	Glioma ERSR ind
7	-2	.	79µM*	-12%
12	.	.	-2%[60.1 µM]	0%
2	1	-3%	-18%	-1%
9	-6	2%	-22%	-2%
8	4	.	-10%	-7%
10	-6	?	-6%	-2%
11	-2	-3%	8%	-1%

# Following part.
item	mol	Pol eta inh	BLM helicase inh	APE1 inh	POLB inh	Pol iota inh
16	Cc1c(O)ccc(NC(=O)/C=C/c2ccccc2)c1C	-7%	-10%	1%	-2%	83%[activator]
17	Cn1c(SCC(=O)NC2CCCC2)nnc1C(F)(F)F	-3%	.	17%	.	1%
18	COc1cc(/C=C2\SC(=O)N(Cc3ccc(Cl)cc3)C2=O)cc([N+](=O)[O-])c1O	79µM*	-6%	1%	8%	?
19	CCN(C(=O)c1cc2c(=O)n3cccc(C)c3nc2n1CCCOC)C1CCCCC1	-4%	-3%	-5%	13%	18%
20	NS(=O)(=O)c1ccc(CCNC(=O)CSc2ccc(Cl)cc2)cc1	-5%	2%	-2%	8%	6%
21	CC(C)(C)OC(=O)N1CCN(C(=O)c2ncn(Cc3ccccc3)c2C(=O)N2CCN(C(=O)OC(C)(C)C)CC2)CC1	-14%	.	5%	.	31%[activator]
22	COc1ccc(-c2noc(-c3ccc(N4CCN(C)CC4)c([N+](=O)[O-])c3)n2)cc1OC	-17%	-1%	.	16%	7%
23	COc1ccc(-c2nc3ccccc3s2)cc1NC(C)=O	4%&-18%	-1%&-2%	24%	27%&1%	117%&10%[activator]
24	O=C(O)c1ccc(C2(c3ccc(C(=O)O)cc3)OC(=O)c3ccccc32)cc1	2%	4%	6%	39%	10%
25	CCOc1ccc(/C=C/C(=O)Nc2ccc(OC)cc2[N+](=O)[O-])cc1	-14%	-5%	-4%	3%	14%
26	O=C(COc1cccc(-n2cnnn2)c1)N1CCOCC1	-11%	-4%	1%	2%	0%
27	Cc1c(Cl)cccc1NC(=O)CCN1C(=O)C2CC=CCC2C1=O (stereo unspecified)	-15%	-2%	6%	88%	13%
28	O=C1CCC(C(=O)N2CCSCC2)CN1Cc1ccc(Cl)cc1 (stereo unspecified)	-1%	-1%	14%	-2%	-20%
29	O=C(c1ccc([N+](=O)[O-])c(CS(=O)(=O)c2ccc(Cl)cc2)c1)N1CCCCC1	-12%	1%	-3%	16%	42%[activator]
30	Cc1cc(OCC(O)CNC(C)(C)C)ccc1Cl (stereo unspecified)	8%	-1%	5%	12%	37%[activator]

item	LDHA block	Anesthetic bind	Pol kappa inh	Glioma ERSR ind
16	-3	-9%	-2%	4%
17	1	.	-22%	-3%
18	2	-5%	-18%	-3%
19	0	94%[activator]	-8%	1%
20	-4	-8%	-1%	-5%
21	-3	.	4%	-1%
22	-9	4%	-10%	-10%
23	-7&-6	-10%&-5%	-15%	11%&-1%
24	-3	-5%	12%	-3%
25	-7	-6%	0%	-1%
26	1	-6%	1%	0%
27	-4	-6%	-3%	-4%
28	-11	-6%	-20%	-2%
29	-11	-11%	0%	-7%
30	-5	-10%	-2%	-2%

# New compounds follow
item	mol	Pol eta inh	BLM helicase inh	APE1 inh	POLB inh	Pol iota inh
31	COc1ccc2[nH]cc(CCNC(=O)Cc3c(F)cccc3Cl)c2c1	-10%	-3%	41%	2%	20%
32	COc1cc(NC(=O)CS(=O)(=O)c2ccccc2)cc(OC)c1OC	-10%	-3%	0%	-18%	0%
33	CCOc1ccc(N(C(C)C(=O)Nc2cccnc2)S(C)(=O)=O)cc1 (stereo unspecified)	-9%	-4%	-6%	3%	-8%
34	Cc1c(C(=O)OCC(=O)N2CCC(C)CC2)oc2ccccc12	-20%	.	15%	.	19%
35	CNC(=O)C1(C)C=CC2(CCCCC2)N1C(=O)OC (stereo unspecified)	-16%	-4%	-9%	.	38%
36	O=C(Cn1c(=O)oc2ccccc21)NCc1ccco1	-17%	1%	-3%	18%	4%
37	COc1ccccc1N1CCN(c2nc3ccccc3n3cnnc23)CC1	?	0%	.	15%	10%
38	O=C(N=Nc1c(O)n(Cc2ccccc2)c2ccccc12)c1ccncc1	-15%	-10%	6%	10%	12%
39	CC(C)c1ccc(NC(=O)C2CCCN(S(=O)(=O)c3cccc4cccnc34)C2)cc1 (stereo unspecified)	-27%	-2%	.	-25%	26%
40	CCOC(=O)c1[nH]c(C)c(/C(O)=C2\C(=O)C(=O)N(CCN(C)C)C2c2ccco2)c1C (stereo unspecified)	-4%	-2%	1%	1%	?
41	COc1cccc(C(=O)N2CCN(Cc3ccc(OC)cc3OC)CC2)c1	-3%	1%	-6%	2%	1%
42	COc1ccc(NC(=O)COCc2cc(-c3ccco3)on2)cc1	1%	1%	.	40%	-14%
43	O=C(NCCOC(=O)C1COc2ccccc2O1)C1COc2ccccc2O1 (stereo unspecified)	-13%	-2%	5%	0%	3%
44	COC(=O)c1cnn(-c2ccc(C(=O)Nc3ccc(OC(F)(F)F)cc3)cc2)c1N	2%	2%	.	6%	9%
45	O=C1c2ccccc2CN1CCSC(=S)N1CCOCC1	-26%	4%	6%	14%	20%
46	Nc1nonc1-n1nnc(C(=O)N/N=C/c2cccnc2)c1-c1cccs1	-3%	0%	13%	23%	7%

item	LDHA block	Anesthetic bind	Pol kappa inh	Glioma ERSR ind
31	0	-17%	-12%	-4%
32	3	1%	-13%	-3%
33	2	-8%	10%	4%
34	-5	.	0%	4%
35	-2	6%	-1%	-4%
36	-7	-6%	-14%	-2%
37	-12	-8%	4%	3%
38	-7	5%	5%	-3%
39	6	?	-15%	2%
40	8	-12%	-6%	-2%
41	-16	-8%	-10%	0%
42	-5	3%	-8%[60.1 µM]	-2%
43	5	3%	7%	-3%
44	-2	-2%	-1%[60.1 µM]	-4%
45	-1	5%	-14%	-5%
46	-1	-6%	-3%	-5%
